Compound activity as filed in PubChem.
A3A deaminase: APOBEC3A ssDNA deaminase inhibitors, primary screen, selectivity assay for APOBEC3G inhibitor project, biochemical, FAM/TAMRA oligo cleavage fluorescence | hit rate 0.41% among 330,000 | inhibition, % at 20 µM | recombinant A3A, FAM/TAMRA ssDNA deamination fluorescence;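 active = at least 40% inhibition at 20 µM here, with at most 30% in a related deaminase screen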;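 note: plate controls were A3A with DMSO for no effect and wells lacking A3A enzyme for full effect; some results filed as inactive read as strong as hits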
NR3A LBD binder: binders of NR3A ligand-binding domain, primary screen, biophysical, differential scanning fluorimetry, uHTS; Glutamate receptor ionotropic, NMDA 3A (GRIN3A) ligand-binding domain; NR3A LBD differential scanning fluorimetry, Tm shift; 0% = protein alone, 100% = glycine-bound protein; Tm shift relative to glycine control, % at 25 µM; hit rate 2.5% among 340,000;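 active = melting temperature shift of at least 10% of the positive control shift, at one fixed dose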
APOBEC3G inh: APOBEC3G DNA deaminase inhibitors, primary screen, biochemical, fluorescence, single-stranded DNA substrate, uHTS | DNA dC->dU-editing enzyme APOBEC-3G (Homo sapiens), Q9HC16 | recombinant A3G, ssDNA deamination FAM/TAMRA fluorescence | inhibition, % at 20 µM | hit rate 0.28% among 330,000;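 active = inhibition of at least 40% at 20 µM, with no more than 30% in the related APOBEC3A deaminase screen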;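 note: plate controls were DMSO wells with A3G for no effect and wells lacking A3G enzyme for full effect; some compounds called inactive have numbers as strong as hits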
Target sequence (Q9HC16 whole entry, looked up): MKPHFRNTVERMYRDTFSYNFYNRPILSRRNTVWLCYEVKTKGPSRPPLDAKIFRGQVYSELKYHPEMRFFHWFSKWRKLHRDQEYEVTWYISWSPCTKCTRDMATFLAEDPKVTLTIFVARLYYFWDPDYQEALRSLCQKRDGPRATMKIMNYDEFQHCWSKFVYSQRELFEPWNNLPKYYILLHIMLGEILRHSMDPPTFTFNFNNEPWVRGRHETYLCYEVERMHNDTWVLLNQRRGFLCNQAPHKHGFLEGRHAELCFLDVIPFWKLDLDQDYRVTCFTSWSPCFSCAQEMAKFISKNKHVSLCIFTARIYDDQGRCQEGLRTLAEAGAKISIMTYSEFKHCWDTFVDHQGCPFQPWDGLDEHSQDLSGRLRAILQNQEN
CCR6 antagonist: CCR6 receptor antagonists, primary screen, cell-based, CHO-K1, luminescence, beta-arrestin, uHTS | CHO-K1 CCR6 PathHunter beta-arrestin, CCL20-stimulated | inhibition, % at 20 µM | hit rate 0.49% among 340,000;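 active = compounds whose inhibition of the agonist-driven luminescence signal at 20 µM reaches about 50%, limit read from the data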;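 note: cells stimulated with CCL20 at 14 nM final; plate controls were DMSO with CCL20 for no effect and DMSO without agonist for full effect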
CXCR6 inh: CXCR6 receptor inhibitors, primary screen, cell-based, beta-arrestin, luminescence, CHO-K1 PathHunter, 1536-well; C-X-C chemokine receptor type 6 (Homo sapiens), O00574; inhibition, % at 20 µM; hit rate 0.36% among 360,000; AID 602244, 2012; in the data active = inhibition above about 34%, passing the limit was not always enough;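 note: antagonist mode with CXCL16 agonist at 10 nM final; 0% = 10 nM CXCL16 with DMSO and 100% = unstimulated wells without agonist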
Target sequence (O00574 whole entry, looked up): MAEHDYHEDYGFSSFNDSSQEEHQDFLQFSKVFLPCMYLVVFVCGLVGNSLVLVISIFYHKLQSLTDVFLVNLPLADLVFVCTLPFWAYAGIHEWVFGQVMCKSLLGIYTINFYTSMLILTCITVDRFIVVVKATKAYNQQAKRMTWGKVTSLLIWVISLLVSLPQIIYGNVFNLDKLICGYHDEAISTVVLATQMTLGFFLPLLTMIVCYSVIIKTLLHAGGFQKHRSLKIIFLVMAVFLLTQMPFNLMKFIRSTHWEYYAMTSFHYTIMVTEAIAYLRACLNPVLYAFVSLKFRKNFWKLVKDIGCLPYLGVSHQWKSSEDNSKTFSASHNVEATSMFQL
EBI2 block: EBI2 receptor antagonists, beta-arrestin recruitment, primary screen, cell-based, luminescence, 7a,25-OHC stimulation, uHTS. G-protein coupled receptor 183 (Homo sapiens), P32249. 7a,25-OHC stimulated. inhibition, % at 5 µM. hit rate 0.81% among 360,000; in the data active = inhibition above about 38%;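 note: enzyme fragment complementation signal reports receptor beta-arrestin coupling in cells; 0% = agonist plus DMSO wells and 100% = wells without agonist; some results beyond the cut were filed as inactive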
Target sequence (P32249 whole entry, looked up, the tested form may be a part): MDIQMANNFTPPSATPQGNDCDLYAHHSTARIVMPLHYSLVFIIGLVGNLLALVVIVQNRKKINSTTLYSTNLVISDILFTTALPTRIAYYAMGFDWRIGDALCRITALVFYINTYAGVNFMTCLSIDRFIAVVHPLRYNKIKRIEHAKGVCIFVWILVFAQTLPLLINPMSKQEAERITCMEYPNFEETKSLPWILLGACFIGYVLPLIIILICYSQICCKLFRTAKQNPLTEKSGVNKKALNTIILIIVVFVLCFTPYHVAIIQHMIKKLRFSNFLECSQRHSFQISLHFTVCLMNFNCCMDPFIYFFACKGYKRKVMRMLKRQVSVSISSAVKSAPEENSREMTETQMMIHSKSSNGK
MPTP block: mitochondrial permeability transition pore inhibitors, primary screen, biochemical, isolated mouse mitochondria, absorbance. Ca2+ swelling absorbance, 30 min. inhibition, % at 10 µM. hit rate 1.4% among 360,000;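 active = inhibition of 50% or more, scaled per plate between neutral and stimulator controls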;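 note: 0% = DMSO wells given calcium and 100% = 1 mM EGTA wells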
Gli-Sufu block: Gli-Sufu pathway antagonists, primary screen, luciferase luminescence, Sufu-KO-LIGHT cells, uHTS; Sufu-KO-LIGHT fibroblasts, Gli luciferase reporter luminescence; inhibition, % at 5 µM; hit rate 0.74% among 340,000;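 active = inhibition above about 55%, limit read from the data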;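 note: 0% = DMSO-treated cells and 100% = wells with medium but no cells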
* marks the source's active call; other numbers are inactive results; . = no result given.

SMILES | A3A deaminase | NR3A LBD binder | APOBEC3G inh | CCR6 antagonist | CXCR6 inh | EBI2 block | MPTP block | Gli-Sufu block
Cc1ccc(OCC(=O)NNC(=O)Nc2ccc(Cl)cc2)c(Br)c1 | 0.7 | -2.5 | 0.8 | -4.2 | -4.9 | 1.9 | 12.0 | 3.6
COc1cccc(N2C(=O)/C(=C\c3cccs3)NC2=S)c1 | -7.8 | 2.2 | -5.0 | 22.3 | 14.7 | -6.3 | 2.6 | -7.9
Cc1ccc2nc(N3CCN(S(=O)(=O)c4ccc5c(c4)OCCO5)CC3)c(C#N)cc2c1 | 0.3 | 2.2 | -2.0 | 6.0 | -1.4 | 19.3 | -1.8 | 6.0
CC1(C)CC(=O)C2=C(C1)OC(N)=C(C#N)C2c1ccsc1 (centres undefined) | 3.8 | 0.7 | 1.1 | 4.6 | -6.3 | -15.7 | -0.8 | 5.2
O=C(OCCOc1ccc(Br)cc1)c1ccc(Cl)nc1 | 3.5 | 2.9 | -11.1 | 11.2 | -4.7 | -6.8 | 1.0 | -5.2
Cc1ccc(S(=O)(=O)NOCc2ccccc2)cc1 | 3.8 | 3.4 | 2.0 | 16.6 | 0.0 | -1.6 | 0.1 | -0.8
COc1cccc(C(=O)N2CCCN(C)CC2)c1OC | -8.3 | -2.8 | -7.0 | 8.8 | -5.4 | 0.1 | -0.5 | 1.1
Cc1ccc(NC(=O)CN(C)CC(=O)NC2CCCc3ccccc32)cc1 (centres undefined) | 2.9 | -1.1 | -3.6 | -1.1 | -0.2 | 4.6 | 1.8 | 2.5
COc1cc(NCCCn2cnc(C(=O)Nc3ccc(C)c(C)c3)n2)cc(OC)c1OC | . | 5.2 | . | -1.0 | -6.8 | -20.3 | -0.6 | -1.7
Cn1c(=O)c2[nH]c(NN=Cc3cccc(Br)c3)nc2n(C)c1=O | . | -27.2 | . | -2.9 | -19.1 | -15.4 | 0.5 | 5.3
CN1CCN(c2cc3c(c4c2[nH]c2ccccc24)C(=O)CC(C)(C)C3)CC1 | 2.9 | -7.7 | -0.8 | 10.2 | -6.3 | 3.3 | 84.3* | 10.2
CC(=O)Nc1sc2c(c1C(c1ccccc1)N1CCOCC1)CCCC2 (centres undefined) | 13.1 | 1.6 | 1.1 | 8.2 | 7.0 | 1.4 | -1.1 | 31.5
O=C(NN1C(=O)C2C3c4ccccc4C(c4ccccc43)C2C1=O)C1CC1 (centres undefined) | 1.1 | -1.6 | -5.2 | 7.6 | 5.5 | -9.0 | -2.0 | 4.0
CN(C)S(=O)(=O)Nc1cc(Cl)cc(Cl)c1 | -2.3 | -0.2 | -4.8 | 2.5 | -0.1 | 7.8 | -0.1 | -1.8
O=C(Cn1c(NCCCO)nc2ccccc21)c1ccc(F)cc1 | -5.5 | -1.6 | -1.7 | 7.6 | 7.1 | 6.2 | 1.3 | -20.8

Profiles, looked up by structure. Screens in order: A3A deaminase	NR3A LBD binder	APOBEC3G inh	CCR6 antagonist	CXCR6 inh	EBI2 block	MPTP block	Gli-Sufu block
Profile of COc1cc(NCCCn2cnc(C(=O)Nc3ccc(C)c(C)c3)n2)cc(OC)c1OC → .	5.2	.	-1.0	-6.8	-20.3	-0.6	-1.7
Profile of Cc1ccc(OCC(=O)NNC(=O)Nc2ccc(Cl)cc2)c(Br)c1 → 0.7	-2.5	0.8	-4.2	-4.9	1.9	12.0	3.6

Other results
SMILES | A3A deaminase | NR3A LBD binder | APOBEC3G inh | CCR6 antagonist | CXCR6 inh | EBI2 block | MPTP block | Gli-Sufu block
COc1cc(CCC(=O)NC2(C)CCS(=O)(=O)C2)cc(OC)c1OC (centres undefined) | -1.4 | 1.7 | -10.2 | -4.2 | -1.3 | -13.2 | -1.8 | 0.3
O=C(Nc1sc2c(c1C(=O)N1CCOCC1)CCCCC2)c1cccnc1 | 1.0 | -3.3 | 6.9 | 9.9 | 5.9 | -8.3 | -0.5 | 1.1
O=C(O)/C=C/c1cn(-c2ccccc2)nc1-c1ccc(-c2ccc([N+](=O)[O-])cc2)o1 | -5.3 | -3.5 | -8.8 | 5.0 | -0.8 | -7.2 | 3.6 | -2.2
Cc1c(NC(=O)CSc2nc3ccccc3c(=O)n2C(C)C)c(=O)n(-c2ccccc2)n1C | 1.3 | 0.1 | -4.5 | 9.5 | 4.8 | -7.8 | 0.0 | .
COc1ccc(-n2ncc3c2CC(C)(C)CC3NC(=O)CCN2CCCCC2=O)cc1 (centres undefined) | -3.8 | 0.1 | 8.0 | 15.2 | -1.2 | 4.6 | 1.8 | -14.2
O=C(NC1CCCC1)c1cccc2c1C(=O)c1ccc(N3CCCCC3)cc1S2(=O)=O | -5.3 | -1.4 | -16.4 | 16.9 | 5.4 | 9.3 | 0.2 | -15.8
Cc1ccc(NC(=S)NC(=O)c2ccc(-c3ccccc3)cc2)cc1 | -9.6 | 2.5 | 4.2 | -5.7 | 7.9 | 29.5 | -1.5 | -3.7
COc1ccc(C(=O)NCC2OCCc3ccccc32)cc1OC (centres undefined) | 0.0 | -1.9 | 1.2 | 1.9 | 21.8 | -16.8 | -2.4 | -8.5
O=C(Nc1nnc(C2CC2)s1)c1cc(Cl)sc1Cl | 2.2 | 0.6 | 13.0 | 5.5 | -3.7 | -0.2 | -0.1 | 5.4
O=C(CN(CC1CCCO1)C(=O)CNS(=O)(=O)c1ccc(Cl)cc1)NCc1ccccc1 (centres undefined) | -1.9 | 2.8 | -4.9 | 3.2 | 0.7 | -14.4 | -0.9 | 19.6
COc1ccc(S(=O)(=O)N2CCCCCC2)cc1N(C)S(=O)(=O)c1ccc(Cl)cc1 | 0.2 | 2.1 | -8.1 | 22.9 | 0.5 | 21.4 | 3.5 | 14.9
Oc1c(CN2CCOCC2)cc(COCc2ccccc2)c2cccnc12 | . | -6.6 | . | 31.2 | 19.3 | 40.6 | -3.1 | 61.3*
O=C(COC(=O)C1COc2ccccc2O1)NC(=O)NC1CCCC1 (centres undefined) | -2.6 | -3.0 | -4.7 | -43.9 | -0.1 | 0.2 | -0.6 | -13.8
COc1cccc(OC(=O)N2CCOCC2)c1 | -0.5 | -1.9 | -6.5 | 6.0 | -11.3 | -9.8 | -0.5 | -11.8
COc1ccccc1Cc1noc(COc2cccc(C)c2C)n1 | 1.0 | 22.5* | 4.2 | 18.2 | 9.7 | 6.6 | -2.7 | -1.0
N#CCCN(Cc1cccnc1)C(=S)NC(=O)c1ccco1 | -2.9 | -1.2 | -2.7 | -3.0 | 4.0 | -2.1 | 0.7 | 0.2
Cn1c(C(=O)N2CCCC2)cc2c(=O)n(C)c3ccccc3c21 | . | 1.0 | . | -0.5 | -9.0 | 2.6 | -1.2 | -5.8
N#CCc1c(C#N)c(N)nc(N2CCCC(CO)C2)c1C#N (centres undefined) | 1.6 | 0.1 | 1.4 | -5.4 | 4.1 | -6.5 | 1.9 | 9.5
CCOC(=O)c1cc2ccc(OC)cc2oc1=O | -1.9 | 1.0 | -2.6 | 13.8 | -4.3 | 2.7 | -4.1 | -7.1
CC(O)CNCc1ccc(Cl)cc1Cl (centres undefined) | 0.9 | -1.4 | -3.6 | 22.3 | 6.6 | 13.7 | 0.4 | -1.5
COc1ccc(-c2c(C)nc3c(-c4ccsc4)cnn3c2N)cc1 | -2.3 | 5.3 | -6.2 | -8.9 | 6.5 | -8.0 | 4.3 | -45.6
O=C(N/C(=C/c1ccc(Cl)cc1)c1nc2ccccc2[nH]1)c1ccco1 | 2.0 | 0.1 | -0.1 | 6.1 | -2.2 | 0.3 | -0.1 | 11.6
Cc1c(C(=O)N2CCC2)oc2ccc(Br)cc12 | -3.6 | 0.5 | -7.0 | -4.4 | -1.2 | -6.2 | 0.1 | -12.3
Cc1cccc(CC(=O)N2CCC(N3CCC(C(=O)N4CCOCC4)CC3)CC2)c1 | 97.7* | -0.5 | -5.3 | -14.8 | -2.4 | -10.9 | -1.6 | -1.6
COc1cccc(N2CCN(c3ncnc4c3[nH]c3ccc(F)cc34)CC2C)c1 (centres undefined) | -1.7 | 5.5 | -3.2 | 15.8 | -7.5 | -40.1 | 99.6* | 91.2*
CCN(CC)C(=O)CSc1nc2ccc(NC(=O)CSc3nnc(N)s3)cc2s1 | 0.3 | -1.9 | -1.0 | -7.3 | -3.7 | 0.1 | 4.1 | -12.3
N=C1C(c2nc3ccccc3s2)=C(O)CN1NC(=O)c1ccc([N+](=O)[O-])cc1 | . | -5.3 | . | 14.8 | 12.0 | -6.0 | 7.7 | -3.9
Cc1ccc2nc(SCC(=O)N3CCOCC3)[nH]c2c1 | -0.4 | 2.6 | -4.8 | -14.7 | -4.8 | -5.5 | -1.1 | 3.9
Cc1ccc2oc(=O)cc(CN3CCCCC3)c2c1 | -3.7 | 0.9 | -5.1 | 8.1 | -2.2 | -1.7 | 0.3 | 8.2
C=CCN(c1ccc(C(=O)Nc2ccc3c(c2)OCO3)cc1)S(C)(=O)=O | -1.8 | 0.1 | -9.9 | 4.2 | 0.3 | 18.9 | 0.5 | -43.4
CC(C)C(=O)NC(=S)Nc1ccc(S(=O)(=O)N2CCCC2)cc1 | 0.2 | -0.6 | -1.0 | 22.7 | 17.9 | -8.5 | 1.5 | -7.4
CC(=O)c1c(C)n(C)c2ccc(OC(=O)c3ccc([N+](=O)[O-])cc3)cc12 | -3.7 | 1.6 | -5.9 | -9.2 | -7.7 | -10.7 | 1.1 | -1.5
CN=C(C)/C(C(=O)OC)=C(/O)c1c(F)cccc1F | 2.3 | -0.6 | 4.3 | 2.8 | 1.4 | 2.5 | -0.4 | 0.4
COc1ccc(C2CCCCCN2C(=O)C2CCN(S(=O)(=O)c3cccc(C(C)=O)c3)CC2)cc1 (centres undefined) | . | 0.1 | . | 10.3 | 3.1 | 4.4 | 1.2 | 10.1
Cc1ccc(-c2nc(CSCC(=O)NCC3CCCO3)c(C)o2)cc1 (centres undefined) | -1.0 | 0.4 | 0.2 | 2.6 | 0.5 | -5.8 | 1.6 | -25.6
Cc1onc(-c2ccccc2)c1C(=O)NCCSCc1ccco1 | -0.1 | 0.3 | -6.4 | 18.3 | 1.2 | -4.0 | 0.9 | -1.5
C=CCc1ccccc1OCCOc1ccc([N+](=O)[O-])cc1/C=N/NC(N)=O | 1.7 | 0.4 | 1.5 | 11.6 | -0.1 | 5.8 | 5.3 | 22.3
CCOC(=O)c1[nH]c2ccccc2c1NC(=S)Nc1cc(C)ccc1C | -2.0 | 1.7 | -7.8 | -3.1 | -3.8 | 2.8 | -0.5 | -33.5
CCOc1ccc(/C=C/C(=O)OCC(=O)Nc2cccc(S(=O)(=O)N3CCCC3)c2)cc1 | 1.2 | -1.2 | -8.1 | 12.8 | -1.0 | 34.9 | 0.0 | 2.8
CCOC(=O)C1CCN(c2nnc(N3CCCC3=O)s2)CC1 | -1.2 | -0.1 | -5.0 | 1.3 | -2.3 | -3.0 | -5.4 | 12.4

Individual results from the results shown:
Value of Cc1ccc(OCC(=O)NNC(=O)Nc2ccc(Cl)cc2)c(Br)c1 in CCR6 antagonist: -4.2
Value of COc1cccc(C(=O)N2CCCN(C)CC2)c1OC in APOBEC3G inh: -7.0
Value of O=C(N/C(=C/c1ccc(Cl)cc1)c1nc2ccccc2[nH]1)c1ccco1 in CCR6 antagonist: 6.1
Value of Cc1onc(-c2ccccc2)c1C(=O)NCCSCc1ccco1 in Gli-Sufu block: -1.5
Value of O=C(Cn1c(NCCCO)nc2ccccc21)c1ccc(F)cc1 in CCR6 antagonist: 7.6
